GLD-1 RNA inh: GLD-1/TGE RNA complex disruptors, primary screen, biochemical, fluorescence polarization. inhibition, % at 5.96 µM. purified GLD-1 + fluorescein TGE RNA. 0.44% of 320,000 active. Female germline-specific tumor suppressor gld-1 (Caenorhabditis elegans), Q17339. AID 2280, 2010;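 active = percent inhibition above a per-plate cutoff, the plate mean of test compounds plus 3 SD, cut at about 30% in these data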;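 also: 0% = DMSO wells with GLD-1 and probe and 100% = wells lacking GLD-1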
Target sequence (Q17339 whole entry, looked up): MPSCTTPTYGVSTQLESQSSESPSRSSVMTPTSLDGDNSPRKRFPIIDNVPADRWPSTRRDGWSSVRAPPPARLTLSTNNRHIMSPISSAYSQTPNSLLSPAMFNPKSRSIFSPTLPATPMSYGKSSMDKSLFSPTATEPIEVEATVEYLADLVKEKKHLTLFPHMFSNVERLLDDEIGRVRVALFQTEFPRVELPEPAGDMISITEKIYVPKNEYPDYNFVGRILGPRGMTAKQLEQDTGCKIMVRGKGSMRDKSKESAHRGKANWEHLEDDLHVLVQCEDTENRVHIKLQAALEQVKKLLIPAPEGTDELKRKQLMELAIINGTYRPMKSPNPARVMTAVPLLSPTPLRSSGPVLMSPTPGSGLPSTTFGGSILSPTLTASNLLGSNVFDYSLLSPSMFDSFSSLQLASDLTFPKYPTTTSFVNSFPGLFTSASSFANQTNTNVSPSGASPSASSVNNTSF
Yeast superoxide: reduction of superoxide in aged yeast, primary screen, HTS; S. cerevisiae aged cells, superoxide DHE fluorescence; hits give low values; superoxide response (% of plate mean), % at 10 µM; 0.18% of 330,000 active;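 active = superoxide response under a set limit, about three screen SD below normal, cut at about 65% in these data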;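 also: yeast aged for seven days with compound at 30 °C before DHE staining; 100% = average MFI of all compound-treated wells on the plate with controls excluded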
MEX-5 binding: MEX-5 zinc finger RNA-binding disruptors – biochemical, C. elegans, fluorescence polarization, MLPCN library, primary screen. Zinc finger protein mex-5 (Caenorhabditis elegans), Q9XUB2. 0.38% of 300,000 active. AID 1832, 2009. activity score (negative = inhibition of binding), % at 10 µM. MEX-5/FITC-TCR2 RNA binding; hits give low values;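 active = inhibition past about -25% in most replicates, and total fluorescence under double the plate's negative control median, limit read from the data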;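 also: 0% = DMSO and -100% = 5 µM competing unlabeled TCR2 RNA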
Target sequence (Q9XUB2 whole entry, looked up): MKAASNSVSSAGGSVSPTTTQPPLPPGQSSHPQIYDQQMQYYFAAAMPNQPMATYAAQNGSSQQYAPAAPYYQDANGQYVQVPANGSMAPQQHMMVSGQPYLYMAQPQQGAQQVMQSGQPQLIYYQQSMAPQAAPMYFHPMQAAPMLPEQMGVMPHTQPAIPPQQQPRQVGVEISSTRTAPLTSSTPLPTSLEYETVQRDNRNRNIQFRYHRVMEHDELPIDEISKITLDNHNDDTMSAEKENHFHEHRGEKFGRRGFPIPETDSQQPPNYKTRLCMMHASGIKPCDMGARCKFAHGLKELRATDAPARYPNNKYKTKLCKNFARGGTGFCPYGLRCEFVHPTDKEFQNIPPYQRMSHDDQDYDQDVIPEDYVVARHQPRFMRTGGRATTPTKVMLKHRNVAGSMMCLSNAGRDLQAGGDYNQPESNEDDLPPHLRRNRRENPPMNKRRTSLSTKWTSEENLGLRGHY
Bcl-xL primary: inhibitors of human Bcl-xL, primary screen, biochemical, fluorescence polarization, HTS; inhibition, % at 10.9 µM; GST-Bcl-xL / FITC-Bim BH3 peptide fluorescence polarization; AID 2129, 2009; 0.7% of 320,000 active; Bcl-2-like protein 1 (Homo sapiens), Q07817;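 active = inhibition above the mean of all tested compounds plus 3 SD, cutoff set per campaign, cut at about 30% in these data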;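 also: 0% = DMSO wells and 100% = unlabeled Bim-BH3 peptide competitor; inhibitors lower millipolarization by displacing the labeled peptide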
VLA-4 inh: inhibition in human VLA-4 binding assay, primary screen, VLA-4 allosteric modulator project, MLPCN library, flow cytometry, VLA-4 expressing cells; Integrin alpha-4 (Homo sapiens), P13612; ligand binding flow cytometry; inhibition, % (about 7 µM as worked out from the volumes in the protocol); 0.2% of 330,000 active; AID 2557, 2010; in the data active = inhibition above about 50%
MCL1-BIM inh: inhibitors of MCL1 binding to BIM-BH3, primary screen, biochemical, fluorescence polarization; inhibition, % at 10.9 µM; AID 2057, 2009; GST-MCL1 / FITC-Bim-BH3 fluorescence polarization; 0.68% of 320,000 active; Induced myeloid leukemia cell differentiation protein Mcl-1 (Homo sapiens), Q07820;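 active = inhibition above the mean inhibition of all tested compounds plus 3 SD, set per campaign, cut at about 40% in these data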;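 also: 0% = DMSO wells and 100% = unlabeled Bim-BH3 peptide control; higher means more loss of mP so more displacement of Bim peptide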
CIT2 TOR yeast: modulators of CIT2-GFP expression in yeast, primary screen, S. cerevisiae, GFP fusion, multiplex flow cytometry, MLPCN library; 0.065% of 320,000 active; S. cerevisiae CIT2-GFP strain, 3 h; 100 means same as DMSO wells; GFP response vs DMSO, % at 10 µM; AID 2029, 2009;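 active = GFP response relative to DMSO above a set limit, near the screen mean plus 3 SD, cut at about 150% in these data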;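 also: ratio of well median GFP fluorescence to mean of DMSO wells on the plate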
AGP1 TOR yeast: modulators of AGP1-GFP expression in yeast TOR pathway, primary screen, cell-based, multiplex flow cytometry, S. cerevisiae, MLPCN library | 3 h; GFP as percent of DMSO wells | 0.02% of 320,000 active | GFP response vs DMSO, % at 10 µM;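 active = GFP response relative to DMSO above a set limit, near screen average plus 3 SD, cut at about 150% in these data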;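 also: median GFP channel fluorescence of the gated AGP1 strain per well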
GRK2 aptamer HTS: compounds blocking aptamer binding on GRK2 – biochemical, human GRK2, bead flow cytometry, HTS, primary screen; Beta-adrenergic receptor kinase 1 (Homo sapiens), P25098; inhibition of aptamer binding, % at 10 µM; 0.59% of 330,000 active; FAM-aptamer displacement from GRK2;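 active = inhibition of aptamer binding above 40%, roughly 3 SD of noise, on plates passing a quality check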;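 also: median bead fluorescence of bound FAM aptamer so fluorescent compounds give negative values; no value below 0 was filed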
Starred values were filed as active, the others as inactive; nt = no result given.

cpd	molecule	GLD-1 RNA inh	Yeast superoxide	MEX-5 binding	Bcl-xL primary	VLA-4 inh
1	COc1ccc(NC(=S)NN2CCOCC2)cc1OC	5	96	1.2	14	10
2	Cc1c(-c2ncn[nH]2)sc(C#N)c1-c1ccccc1	1	145	-0.7	1	-2
3	CSc1ccccc1C(=O)OCC(=O)Nc1ccc(N2CCOCC2)cc1	-6	77	nt	nt	3
4	CCC1Nc2ncnc(N3CCOCC3)c2N(Cc2ccc(C)cc2)C1=O (centres undefined)	4	102	-0.2	0	-11
5	CC(O)CNCCCOc1ccccc1OCc1ccccc1 (centres undefined)	-3	106	0.6	3	-1
6	NC(=O)CC(NC(=O)Cc1ccc(Cl)cc1)c1ccc(NC2CCN(Cc3ccccc3)CC2)c([N+](=O)[O-])c1 (centres undefined)	3	106	0.5	1	-9
7	CCOC(=O)c1ccc(S(=O)(=O)N2CCN(S(=O)(=O)CC)CC2)cc1	-3	99	1.1	-3	-1
8	Clc1cccc(OCCCCCN2CCOCC2)c1	-8	88	0.6	7	17

cpd	MCL1-BIM inh	CIT2 TOR yeast	AGP1 TOR yeast	GRK2 aptamer HTS
1	11	99	99	0
2	-4	89	90	0
3	nt	115	102	7
4	1	85	85	2
5	-6	97	102	1
6	3	66	76	1
7	-7	101	102	0
8	-2	104	98	2

Brought forward from above: 2 compounds, then new ones.
cpd	molecule	GLD-1 RNA inh	Yeast superoxide	MEX-5 binding	Bcl-xL primary	VLA-4 inh
7	CCOC(=O)c1ccc(S(=O)(=O)N2CCN(S(=O)(=O)CC)CC2)cc1	-3	99	1.1	-3	-1
8	Clc1cccc(OCCCCCN2CCOCC2)c1	-8	88	0.6	7	17
9	CCc1ccc2[nH]c(=O)c(CN(Cc3ccc4c(c3)OCO4)C(=O)c3ccco3)cc2c1	2	99	-1.8	8	-11
10	CCSc1ccccc1C(=O)NC1CCCCC1	-11	106	-0.2	4	8
11	COc1ccc(OCCOC(=O)CCS(=O)(=O)c2ccc(C)cc2)cc1	10	112	-1.9	6	9
12	C#CCN1C(=O)C(O)(CC(=O)c2cccc(OC)c2)c2ccccc21 (centres undefined)	3	99	1.4	0	4
13	O=C(c1ccccc1F)N1CCN(c2cccc(C(F)(F)F)c2)CC1	4	112	-3.6	-4	10
14	O=C(O)C[C@@H](CNC(=O)COc1ccc2ccc(=O)oc2c1)c1ccc(Cl)cc1	2	96	1.5	6	1
15	O=C(NCc1ccco1)c1ccc(COc2cc(Cl)ccc2Cl)cc1	0	95	-1.2	-1	15
16	COCCCNC(=O)CCS(=O)(=O)Cc1ccc(C)cc1	2	93	-1.5	4	13

cpd	MCL1-BIM inh	CIT2 TOR yeast	AGP1 TOR yeast	GRK2 aptamer HTS
7	-7	101	102	0
8	-2	104	98	2
9	4	92	91	3
10	8	86	88	1
11	4	89	91	2
12	1	110	119	0
13	-4	98	95	2
14	-1	106	89	0
15	-3	90	94	0
16	6	102	103	3

More results follow.
cpd	molecule	GLD-1 RNA inh	Yeast superoxide	MEX-5 binding	Bcl-xL primary	VLA-4 inh
17	CCOc1ccc(C(=O)Nc2nnc(SCC(=O)NCC3CCCO3)s2)cc1 (centres undefined)	3	84	1.4	3	5
18	Cc1cccc(C)c1Nc1nnc(SCc2nc3ccccc3s2)s1	0	96	-2.4	3	-55
19	Cc1c(NCc2cccnc2)cccc1C(=O)O	9	89	0.2	-2	-1
20	CCCCOc1ccc(C(O)C(CN2CCCCC2)c2ccccc2)cc1 (centres undefined)	-10	107	-2.3	1	-7
21	COc1cc(C(=O)N2CCC(C(N)=O)CC2)ccc1OCc1c(C)noc1C	-2	85	nt	nt	0
22	COc1ccccc1C(=O)COC(=O)CN1C(=O)NC2(CCCC2)C1=O	4	96	1.8	4	-2
23	CCOC(=O)C1=C(CSc2nccn2C)NC(=O)NC1c1ccc2c(c1)OCO2 (centres undefined)	7	123	1.1	1	0
24	CCC1Oc2ccc(C)cc2N(CC(=O)NCc2cc(OC)ccc2OC)C1=O (centres undefined)	3	82	2.9	0	14

cpd	MCL1-BIM inh	CIT2 TOR yeast	AGP1 TOR yeast	GRK2 aptamer HTS
17	9	101	110	0
18	-10	91	90	8
19	1	94	97	1
20	-1	99	101	0
21	nt	96	104	0
22	3	90	105	2
23	2	112	111	0
24	2	102	106	0

The list continues.
cpd	molecule	GLD-1 RNA inh	Yeast superoxide	MEX-5 binding	Bcl-xL primary	VLA-4 inh
25	C/C(=N\Nc1ccc(S(=O)(=O)Nc2ccccc2)cc1[N+](=O)[O-])c1ccncc1	0	101	1.5	4	-2
26	BrC(/C=C\c1ccccc1)=N/Nc1nc(N2CCOCC2)nc(N2CCOCC2)n1	2	95	0.9	4	10
27	C[C@H](NC(=O)c1ccccc1)C(=O)OCC(=O)Nc1sccc1C(N)=O	-1	92	nt	nt	-11
28	CSc1nc(C)c2c(n1)N(c1ccc(C(C)C)cc1)CC2	7	112	1.2	-1	-10
29	Cc1ccc(C)c(OCC(O)CN2CCC(Cc3ccccc3)CC2)c1 (centres undefined)	10	110	2.1	3	7
30	CC(=O)c1cccc(NC(=S)NCCCCc2ccccc2)c1	11	118	-0.9	4	3
31	Cc1ccccc1N(CC(=O)NC1CCCC1)C(=O)C1(C)CC(=O)N=C2C=CC(Cl)=CN21 (centres undefined)	-2	97	1.0	3	7
32	COc1ccccc1N1C(=O)CC(Sc2n[nH]c(-c3cccc(C)c3)n2)C1=O (centres undefined)	4	101	-3.0	8	2

cpd	MCL1-BIM inh	CIT2 TOR yeast	AGP1 TOR yeast	GRK2 aptamer HTS
25	9	104	98	1
26	8	96	100	0
27	nt	117	105	1
28	-1	97	93	0
29	4	99	93	0
30	-2	99	97	0
31	1	101	97	0
32	11	97	92	0

(continued)
cpd	molecule	GLD-1 RNA inh	Yeast superoxide	MEX-5 binding	Bcl-xL primary	VLA-4 inh
33	CCc1ccccc1NC(=O)c1ccccc1N1C(=O)C2C3C=CC(C3)C2C1=O (centres undefined)	-7	98	-0.3	5	-8
34	COc1ccccc1NC(=S)N1CCN(c2cccc(C)c2C)CC1	2	95	2.0	1	9
35	COc1ccc(-c2cccc(C(=O)Nc3ccc(OC)c(OC)c3)c2)cc1	3	100	-0.1	2	-2
36	O=C(NC1CCOCC1)C1CCC(=O)N(Cc2cccc(C(F)(F)F)c2)C1 (centres undefined)	2	95	-2.0	7	10
37	CNC(=O)COC(=O)c1ccc2c(c1)NC(=O)C1CCCN21 (centres undefined)	4	96	2.4	9	2
38	CCOC(=O)C1CCN(C(C)=C2C(=O)c3ccccc3C2=O)CC1	-4	111	-0.2	4	4
39	Cc1cc(C)c(S(=O)(=O)Nc2cc(C)on2)c(C)c1	6	95	0.3	6	16
40	CCN(CC)S(=O)(=O)c1ccc(-c2cc(C(=O)OC)sc2C(F)(F)F)cc1	5	92	0.0	0	17

cpd	MCL1-BIM inh	CIT2 TOR yeast	AGP1 TOR yeast	GRK2 aptamer HTS
33	2	96	99	0
34	4	98	98	0
35	2	94	102	4
36	4	108	110	2
37	10	94	92	2
38	-6	87	102	0
39	0	98	103	4
40	5	83	92	0

(continued)
cpd	molecule	GLD-1 RNA inh	Yeast superoxide	MEX-5 binding	Bcl-xL primary	VLA-4 inh
41	O=C(N/C(=C/c1ccccc1)C(=O)N1CCCCCC1)c1ccccc1	-2	95	-0.6	1	4
42	O=C(O)c1cccc(NC(=O)c2ccccc2NC(=O)c2ccco2)c1	-2	123	-1.1	7	-9
43	CCC(C)N(C(=O)COC(=O)Cc1n[nH]c(=O)c2ccccc12)C1CCS(=O)(=O)C1 (centres undefined)	-6	94	-1.2	1	26
44	CCC1=NN2C(=N)/C(=C\c3ccc(OCCOc4ccccc4)c(OC)c3)C(=O)N=C2S1	5	102	-0.1	5	19
45	Cc1cc(C)c2c(CC(=O)O)c(C)[nH]c2c1	-12	100	-6.3	1	10
46	Cc1cc(C)nc(NC(=S)NC(=O)c2ccccc2)n1	1	104	0.9	8	15
47	CCn1c(CNc2nc3ccccc3n2C(C)C)nc2ccccc21	3	98	8.0	7	26
48	Cc1c(Cl)cccc1NC(=O)CNC(=O)CCS(=O)(=O)c1ccc(F)cc1	2	95	nt	-6	8

cpd	MCL1-BIM inh	CIT2 TOR yeast	AGP1 TOR yeast	GRK2 aptamer HTS
41	-2	94	96	0
42	3	110	105	0
43	-4	93	108	0
44	4	113	115	0
45	-3	96	93	0
46	4	103	104	0
47	7	87	102	2
48	-11	95	103	0

Record cards, from the list above:
Cc1c(Cl)cccc1NC(=O)CNC(=O)CCS(=O)(=O)c1ccc(F)cc1 is listed with GLD-1 RNA inh: 2; Yeast superoxide: 95; MEX-5 binding: nt; Bcl-xL primary: -6; VLA-4 inh: 8; MCL1-BIM inh: -11; CIT2 TOR yeast: 95; AGP1 TOR yeast: 103; GRK2 aptamer HTS: 0
Cc1cc(C)c2c(CC(=O)O)c(C)[nH]c2c1 is listed with GLD-1 RNA inh: -12; Yeast superoxide: 100; MEX-5 binding: -6.3; Bcl-xL primary: 1; VLA-4 inh: 10; MCL1-BIM inh: -3; CIT2 TOR yeast: 96; AGP1 TOR yeast: 93; GRK2 aptamer HTS: 0

More compounds follow:
cpd	molecule	GLD-1 RNA inh	Yeast superoxide	MEX-5 binding	Bcl-xL primary	VLA-4 inh
49	CC1CN(C(=O)c2ccccc2OCc2ccc(Cl)cc2Cl)CC(C)O1 (centres undefined)	0	75	nt	3	13
50	CC(C)Oc1ccccc1NC(=O)CSc1nccn1C	-6	102	-0.4	0	0
51	CCc1nnc(NC(=O)C2CCCN2C(=O)Nc2ccc(C)cc2)s1 (centres undefined)	7	98	2.4	-3	10
52	COc1ccc(C2=NCCn3nc4cc(OC)ccc4c32)cc1	-3	98	nt	10	22
53	COc1ccc(CCNC2=CC(=O)CC(C)(C)C2)cc1	-1	97	-2.3	0	0
54	CCOc1ccc(C(CC(=O)O)NC(=O)c2cccs2)cc1OC (centres undefined)	3	99	0.2	11	0
55	Cc1cc2c(c(=O)o1)C1(C(=O)N(CC(=O)O)c3ccccc31)C(C#N)=C(N)O2 (centres undefined)	-4	91	-16	9	-20
56	Cc1ccc(N(CC(=O)O)S(=O)(=O)c2cccc3nonc23)cc1	16	97	0.2	2	-11
57	CCn1c(C(C)NC(=O)c2cccs2)nc2ccccc21 (centres undefined)	5	91	2.2	-5	28
58	N#Cc1ccccc1S(=O)(=O)N1CCN(CC(O)c2ccccc2)CC1 (centres undefined)	6	98	-1.3	6	5
59	O=C(Nc1cccc(F)c1)c1cccc(S(=O)(=O)N2CCOCC2)c1	3	116	-1.5	4	2

cpd	MCL1-BIM inh	CIT2 TOR yeast	AGP1 TOR yeast	GRK2 aptamer HTS
49	11	92	92	5
50	-8	116	97	2
51	-7	113	105	3
52	14	99	102	4
53	-5	107	111	1
54	9	103	96	1
55	3	109	103	2
56	8	96	95	0
57	2	94	104	0
58	8	105	103	0
59	4	99	101	2

Assay outcomes as filed in PubChem BioAssay.
